# IDH1 R132H inh: inhibitors of IDH1 R132H reductase, primary screen, biochemical, plate reader, single point; inhibition, % at 10 µM; diaphorase/resazurin fluorescence, 60 min; Isocitrate dehydrogenase [NADP] cytoplasmic (Homo sapiens), O75874; 70,000 compounds, 0.18% hits; in the data active = inhibition above about 34%;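 note: 0% = DMSO and 100% = no enzyme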
# Target sequence (O75874 whole entry R132H): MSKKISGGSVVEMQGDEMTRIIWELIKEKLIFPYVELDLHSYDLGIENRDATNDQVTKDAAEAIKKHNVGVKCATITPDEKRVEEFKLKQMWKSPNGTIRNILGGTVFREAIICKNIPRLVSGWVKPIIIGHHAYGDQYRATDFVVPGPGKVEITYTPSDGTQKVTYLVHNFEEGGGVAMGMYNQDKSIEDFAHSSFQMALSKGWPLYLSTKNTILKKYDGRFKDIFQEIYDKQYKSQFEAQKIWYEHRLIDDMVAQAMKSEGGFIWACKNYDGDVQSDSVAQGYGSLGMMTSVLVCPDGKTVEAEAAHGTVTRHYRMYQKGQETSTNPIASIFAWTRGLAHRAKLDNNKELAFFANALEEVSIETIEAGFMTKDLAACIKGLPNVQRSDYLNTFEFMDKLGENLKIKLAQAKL
# EZH2 inh: EZH2/PRC2 methyltransferase inhibitors, primary screen, biochemical, DELFIA time-resolved fluorescence, single point | Histone-lysine N-methyltransferase EZH2 (Homo sapiens), Q15910 | PRC2 H3K27 methylation, DELFIA TRF, 1 h | AID 651548, 2012 | inhibition, % at 12.5 µM | 57,000 compounds, 0.35% hits;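 active = mean inhibition of replicates at least 50% and every single replicate also reaching 50%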;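 note: dimethyl H3K27 on biotinylated H3 21-44 peptide detected by antibody; plate controls were median neutral control wells for no effect and median positive control wells for full effect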
# * = called active by the depositor; / = not tested or not shown. The list is partial; the hit share may differ from the screen's.
smiles	IDH1 R132H inh	EZH2 inh
O=C(O)c1ccc(CSc2n[nH]c(-c3ccco3)n2)cc1	0.0	0
C[C@H](CO)N1C[C@H](C)[C@@H](CN(C)Cc2ccncc2)Oc2ccc(NS(C)(=O)=O)cc2C1=O	1.2	7
C[C@@H](NC(=O)C[C@@H]1CC[C@H](NC(=O)C2CC2)[C@H](CO)O1)c1ccccc1	-1.0	-3
C[C@@H]1CN([C@@H](C)CO)C(=O)Cc2cc(NC(=O)Nc3cccc4ccccc34)ccc2O[C@@H]1CN(C)Cc1ccc(C(=O)Nc2ccccc2N)cc1	0.1	-18
COc1ccc(CNC(=O)N(C)C[C@@H]2OCc3ccccc3-c3c(n(C)c4ccccc34)C(=O)N([C@@H](C)CO)C[C@H]2C)cc1	-0.1	-6
CC(C)NC(=O)Nc1ccc2c(c1)C(=O)N([C@@H](C)CO)C[C@H](C)[C@H](CN(C)S(=O)(=O)c1ccc(F)cc1)OCCCC[C@H](C)O2	1.8	/
C[C@H]1CN([C@@H](C)CO)C(=O)c2cccc(NC(=O)Nc3ccc(C(F)(F)F)cc3)c2O[C@H]1CN(C)CC1CC1	1.4	-11
COCC(=O)N[C@H]1C=C[C@@H](CC(=O)NCc2ccccc2OC)O[C@@H]1CO	0.0	-9
COc1ccccc1-c1ccc([C@H]2[C@@H](CO)N(C(=O)NC3CCCCC3)[C@H]2C#N)cc1	-0.2	/
CCS(=O)(=O)Nc1ccc2c(c1)C(=O)N(C)C[C@H](OC)[C@@H](C)CN(C(=O)NC(C)C)[C@@H](C)CO2	0.1	5
C[C@@H]1CN([C@@H](C)CO)C(=O)c2cccc(NC(=O)Nc3ccccc3)c2O[C@H]1CN(C)CC1CC1	1.0	1
C[C@H]1CN([C@@H](C)CO)C(=O)c2cc(NS(=O)(=O)c3ccc(Cl)cc3)ccc2O[C@H]1CN(C)Cc1ccc2c(c1)OCO2	3.7	10
C[C@@H]1CN([C@@H](C)CO)S(=O)(=O)c2ccc(-c3ccc(C#N)cc3)cc2O[C@H]1CN(C)Cc1cccc(F)c1	/	-15
CCCN(C)C[C@H]1Oc2cc(C#Cc3ccc(F)cc3)ccc2S(=O)(=O)N([C@H](C)CO)C[C@@H]1C	0.2	/
CCNC(=O)C[C@H]1C=C[C@@H](NC(=O)NC2CCCCC2)[C@H](CO)O1	0.1	-9
CCS(=O)(=O)NCC[C@@H]1CC[C@H](NS(=O)(=O)c2ccccc2C)[C@H](CO)O1	0.0	-2
Cc1ccc(OCCSc2n[nH]c3nc4ccccc4n23)cc1	0.5	11
CN(C)CC(=O)N[C@@H]1CC[C@H](CCNC(=O)C2CCC2)O[C@@H]1CO	-0.1	8
Cc1noc(C)c1NC(=O)N(C)C[C@@H]1Oc2ccc(NS(=O)(=O)c3cccs3)cc2C(=O)N([C@@H](C)CO)C[C@H]1C	1.9	/
CCc1nc(SCC(=O)Nc2ccc(Br)cc2)n[nH]1	0.1	15
O=C(Nc1ccc(S(=O)(=O)Nc2nccs2)cc1)C1CC(=O)N(c2ccccc2)C1 (centres undefined)	28	/
C[C@H]1CN([C@@H](C)CO)C(=O)CCCn2nncc2CO[C@@H]1CN(C)Cc1cccc2c1OCCCO2	1.0	/
C[C@@H]1CCCCO[C@@H](CN(C)C(=O)Nc2ccc(C(F)(F)F)cc2)[C@H](C)CN([C@H](C)CO)C(=O)c2cc(NS(=O)(=O)c3cccs3)ccc2O1	-0.8	/
COc1ccc(S(=O)(=O)N[C@H]2C=C[C@@H](CC(=O)N3CCN(c4ccccc4)CC3)O[C@@H]2CO)cc1	0.2	1
Clc1ccccc1CNc1nc2ccccc2n1CCN1CCOCC1	0.1	2
Cc1noc(C)c1NC(=O)N(C)C[C@H]1Oc2c(NC(=O)C3CC3)cccc2C(=O)N([C@@H](C)CO)C[C@H]1C	1.5	/
Cc1ccccc1S(=O)(=O)NCC[C@H]1CC[C@H](NC(=O)C2CCOCC2)[C@@H](CO)O1	-0.2	-9
CO[C@@H](CN(C)S(=O)(=O)c1ccc(F)cc1)[C@@H](C)CN(Cc1ccccc1Cl)[C@H](C)CO	-0.4	13
CCCNC(=O)N(C)C[C@@H]1Oc2cc(C#Cc3ccccn3)ccc2S(=O)(=O)N([C@@H](C)CO)C[C@@H]1C	-0.8	/
COCC(=O)N1C[C@@H](C)[C@H](OC)CN(C)C(=O)c2cc(NC(=O)c3cc(C)on3)ccc2OC[C@@H]1C	0.0	0
COc1cccc(CNC(=O)C[C@@H]2C=C[C@@H](NC(=O)C3CCOCC3)[C@@H](CO)O2)c1	-0.2	2
CC(C)[C@@H](C)NC(=O)N(C)C[C@H]1OCc2ccccc2-c2ccccc2C(=O)N([C@@H](C)CO)C[C@@H]1C	-1.2	11
C[C@H](CO)N1C[C@H](C)[C@H](CN(C)C(=O)c2cccc(F)c2)Oc2cc(-c3ccncc3)ccc2S1(=O)=O	6.1	0
CCCNC(=O)Nc1ccc2c(c1)C(=O)N(C)C[C@@H](OC)[C@@H](C)CN(Cc1ccccc1)[C@@H](C)CO2	0.1	1
Cc1ccc(N(C(C)C(=O)Nc2cccc([N+](=O)[O-])c2)S(C)(=O)=O)cc1C (centres undefined)	-0.3	5
COc1ccc([Si](C)(C)[C@@H]2[C@@H](CCO)O[C@]3(C(=O)N(Cc4ccccc4)c4ccc(N5C(=O)c6cccc7cccc5c67)cc43)[C@H]2C)cc1	0.3	5
O=C(N[C@H]1C=C[C@@H](CC(=O)N2CCCCC2)O[C@H]1CO)c1cccc(F)c1	0.3	-9
Cc1ccc(CC(CC(=O)O)C(=O)Nc2ccccc2I)cc1 (centres undefined)	-0.1	25
COc1ccc(C#Cc2ccc3c(c2)[C@]2(C(=O)N3)[C@H](C(=O)NC[C@H](O)c3ccccc3)[C@H]3C(=O)O[C@H](c4ccccc4)[C@H](c4ccccc4)N3[C@@H]2c2ccccc2OCCO)cc1	/	-29
CN1CCN(C(=O)C[C@H]2C[C@@H]3c4cc(NC(=O)Nc5ccc(C(F)(F)F)cc5)ccc4O[C@@H]3[C@H](CO)O2)CC1	0.8	-1
C[C@H]1CN([C@@H](C)CO)C(=O)c2cc(C#CC3CCCCC3)cnc2O[C@H]1CN(C)S(=O)(=O)c1cccc(F)c1	-2.9	-17
Fc1cccc(/C=N/N=C/c2cccc(F)c2)c1	-1.0	13
C[C@@H]1CN([C@H](C)CO)C(=O)c2cc(NS(C)(=O)=O)ccc2O[C@H]1CN(C)Cc1ccc(Oc2ccccc2)cc1	-1.9	-7
COc1cc(=O)oc(C(C)C(C)O)c1CO (centres undefined)	0.0	6
C[C@H]1CN([C@@H](C)CO)C(=O)c2cccc(NC(=O)Nc3ccc(F)cc3)c2O[C@@H]1CN(C)Cc1ccccc1	/	-12
C[C@@H]1CN([C@H](C)CO)C(=O)Cc2cc(NC(=O)CCN3CCOCC3)ccc2O[C@H]1CN(C)Cc1ccc2c(c1)OCO2	0.3	-2
C[C@@H]1CN([C@@H](C)CO)C(=O)Cc2cc(NC(=O)Nc3ccc(F)cc3)ccc2O[C@H]1CN(C)S(=O)(=O)c1ccc(Cl)cc1	0.3	/
COc1ccc(NC(=O)Nc2ccc3c(c2)C(=O)N([C@@H](C)CO)C[C@@H](C)[C@H](CN(C)Cc2ccncc2)OCCCC[C@@H](C)O3)cc1	-1.4	/
COc1ccc(CN(C)C[C@@H]2OCCCC[C@@H](C)Oc3ccc(NC(=O)Cc4ccccc4)cc3C(=O)N([C@@H](C)CO)C[C@@H]2C)cc1	-1.8	/
COc1ccc(S(=O)(=O)N(C)C[C@H]2Oc3ncc(-c4ccncc4)cc3C(=O)N([C@H](C)CO)C[C@@H]2C)cc1	/	-4
C[C@H](CO)N1C[C@H](C)[C@H](CN(C)C(=O)C2CC2)Oc2cc(-c3cccc(C#N)c3)ccc2S1(=O)=O	0.0	2
C[C@@H]1CN([C@@H](C)CO)C(=O)c2cc(-c3cccc(F)c3)cnc2O[C@@H]1CN(C)C(=O)Nc1ccccc1F	-0.5	/
O=C(Cc1ccccn1)N[C@H]1CC[C@@H](CCNC(=O)c2cc(Cl)cc(Cl)c2)O[C@H]1CO	-0.3	-8
Cc1ccc(S(=O)(=O)N(C)C[C@H]2Oc3ccc(NC(=O)CCCN(C)C)cc3C(=O)N([C@H](C)CO)C[C@@H]2C)cc1	/	-5
C[C@H](CO)N1C[C@H](C)[C@@H](CN(C)C(=O)Nc2ccc(F)cc2)Oc2ncc(C#Cc3ccc(F)cc3)cc2C1=O	0.4	-47
CO/N=C1\CN(c2nc3c(cc2F)c(=O)c(C(=O)O)cn3C2CC2)CC1CN (centres undefined)	-0.1	/
CN1CCN(C(=O)C[C@H]2C[C@@H]3c4cc(NC(=O)C5CCOCC5)ccc4O[C@@H]3[C@H](CO)O2)CC1	-0.3	10
COCc1cn(CC[C@H]2CC[C@H](NC(=O)CCN3CCCCC3)[C@H](CO)O2)nn1	-0.2	18
C[C@@H]1CCCCO[C@H](CN(C)Cc2ccc(C(F)(F)F)cc2)[C@@H](C)CN([C@@H](C)CO)C(=O)c2cc(NC(=O)Nc3cccc4ccccc34)ccc2O1	1.1	/
C[C@H]1CN([C@@H](C)CO)C(=O)Cc2cc(NC(=O)Nc3cccc4ccccc34)ccc2O[C@H]1CN(C)Cc1ccccc1	-1.5	-5

# The listing continues.
smiles	IDH1 R132H inh	EZH2 inh
C[C@@H]1CN([C@@H](C)CO)C(=O)c2cccc(N(C)C)c2O[C@@H]1CN(C)Cc1ccc(C(F)(F)F)cc1	-0.2	-6
COc1ccc(S(=O)(=O)N(C)C[C@H]2Oc3c(NC(=O)CCCCCC(=O)Nc4ccccc4N)cccc3C(=O)N([C@H](C)CO)C[C@@H]2C)cc1	0.0	-5
C[C@H](O)C#Cc1ccc2c(c1)O[C@@H](CN(C)C(=O)Cc1ccccn1)[C@@H](C)CN([C@@H](C)CO)S2(=O)=O	/	-22
C[C@H]1CN([C@@H](C)CO)S(=O)(=O)c2ccc(C#CCN(C)C)cc2O[C@@H]1CN(C)C(=O)c1ccccc1F	-1.6	-14
CO[C@@H]1CN(C)C(=O)c2ccc(NC(=O)Nc3cc(Cl)cc(Cl)c3)cc2OC[C@H](C)NC[C@H]1C	-0.2	-24
CC(C)C#Cc1cnc2c(c1)C(=O)N([C@H](C)CO)C[C@@H](C)[C@H](CN(C)C(=O)C1CCC1)O2	0.5	-18
COc1ccc(NC(=O)Nc2cccc3c2O[C@H](CN(C)CC2CC2)[C@@H](C)CN([C@H](C)CO)C3=O)cc1	-1.2	1
Cc1noc(C)c1NC(=O)N(C)C[C@H]1OCCCC[C@@H](C)Oc2ccc(NC(=O)Cc3ccccc3)cc2C(=O)N([C@H](C)CO)C[C@H]1C	-2.4	/
Cc1ccc(S(=O)(=O)Nc2ccc3c(c2)CC(=O)N([C@H](C)CO)C[C@H](C)[C@H](CN(C)S(=O)(=O)c2cccs2)O3)cc1	-2.4	/
CN(C)c1ccc(/C=N/NC(=O)c2cccc(C(=O)NO)c2)cc1	0.3	13
C[C@@H]1CCCCO[C@H](CN(C)C(=O)Nc2cccc3ccccc23)[C@@H](C)CN([C@@H](C)CO)C(=O)c2cc(NC(=O)Cc3ccccc3)ccc2O1	0.5	/
C[C@H]1CCCCO[C@H](CN(C)Cc2ccncc2)[C@@H](C)CN([C@@H](C)CO)C(=O)c2cc(NS(=O)(=O)c3cccs3)ccc2O1	21	/

# Record cards (already shown). Screens in order: IDH1 R132H inh	EZH2 inh
# Profile of C[C@@H]1CN([C@@H](C)CO)C(=O)c2cccc(N(C)C)c2O[C@@H]1CN(C)Cc1ccc(C(F)(F)F)cc1 = -0.2	-6
# Profile of Cc1noc(C)c1NC(=O)N(C)C[C@H]1OCCCC[C@@H](C)Oc2ccc(NC(=O)Cc3ccccc3)cc2C(=O)N([C@H](C)CO)C[C@H]1C = -2.4	/

# Of the compounds above, 3 contain an aryl thioether with sulfur outside any ring:
smiles	IDH1 R132H inh	EZH2 inh
O=C(O)c1ccc(CSc2n[nH]c(-c3ccco3)n2)cc1	0.0	0
Cc1ccc(OCCSc2n[nH]c3nc4ccccc4n23)cc1	0.5	11
CCc1nc(SCC(=O)Nc2ccc(Br)cc2)n[nH]1	0.1	15

# Following part:
smiles	IDH1 R132H inh	EZH2 inh
COc1ccc(Cl)cc1N1CCN(CCNC(=O)Nc2ccccc2C)CC1	-0.5	-5
C[C@H](CO)N1C[C@H](C)[C@@H](CN(C)C(=O)C2CCC2)Oc2ncc(-c3ccccc3F)cc2C1=O	-0.6	-10
COc1ccc(S(=O)(=O)Nc2cccc3c2O[C@@H](CN(C)Cc2ccncc2)[C@@H](C)CN([C@H](C)CO)C3=O)cc1	4.1	/
CC(C)CC#Cc1cnc2c(c1)C(=O)N([C@@H](C)CO)C[C@H](C)[C@@H](CN(C)Cc1cncnc1)O2	0.5	-10
C[C@@H]1CN([C@H](C)CO)C(=O)c2ccccc2-c2ccccc2CO[C@@H]1CN(C)S(=O)(=O)CC(F)(F)F	1.8	6

# High-throughput results deposited in PubChem by Broad Institute.
